KLF5 inhibitor: kruppel-like factor 5 inhibition; DLD-1 KLF5 promoter-luciferase reporter, luminescence; AID 1700; 290,000 tested, 0.23% active; inhibition, % at 5 µM;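 active means inhibition above a per-plate limit of that plate's mean compound inhibition plus 3 SD, cut at about 60% in these data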;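 further: 0% = DMSO wells and 100% = LY294002 at 200 µM; higher means less KLF5 promoter-driven luciferase light; inactives centre near -14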
PolyA inhibitor: inhibitors of polyadenylation in S. cerevisiae; 300,000 tested, 0.02% active; calls only at 12 µM; S. cerevisiae SKY197-pL101 polyadenylation reporter, beta-gal luminescence; efflux-impaired pdr1/pdr3 knockout yeast; score 100 = 6 SD above DMSO; AID 1875;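 active means lowest replicate activity score at least 50, where 100 means six control SD above control mean; inconclusive means lowest score under 50 but half or more replicates reach 50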;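 further: yeast exposed to compound for 9 h at 30 °C; higher score means more reporter readthrough which indicates perturbed polyadenylation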
HSP90 refold inh: inhibitors of HSP90 luciferase refolding in rabbit reticulocyte lysate. luciferase refolding luminescence, 3 h. inhibition, % at 5.6 µM. 290,000 tested, 0.91% active. AID 1789;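 active means inhibition above the screen-wide mean plus 3 SD, computed separately per campaign, cut at about 16% in these data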;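 further: 0% = DMSO wells and 100% = 60 µM geldanamycin wells; inhibitors lower the luminescence because luciferase stays unfolded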
HSF1 inhib: HSF1 inhibition; NIH3T3-HGL HSE-luciferase, MG132-induced, luminescence 8 h; hits give low values; activity change, negative = inhibition, % at 7.5 µM (by protocol); 300,000 tested, 0.77% active; AID 2098;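 active means more than half of replicate wells show activity change below -50%, luminescence cut by over half; inconclusive means some wells, but at most half, below -50%; inactive means no replicate well below -50%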;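 further: luciferase reports HSF-1 transcriptional activity via heat shock element; 0% = median of DMSO wells and -100% = zero luminescence signal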
HSF-1 act: increases HSF-1 driven luciferase reporter signal | 300,000 tested, 1.7% active | NIH3T3-HGL HSF-1 luciferase reporter, MG132, 8 h; 100% = twice DMSO control signal | activation, % at 9 µM;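 active means mean replicate activation of at least 50% with a set share of replicates each reaching 50%; inconclusive means only one of those two conditions met; inactive means mean below 50% and too few replicates reaching it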;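 further: 0% = median of the neutral control wells and 100% = twice that signal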
AI-2 QS modul: modulators of Vibrio harveyi AI-2 quorum sensing system; activity change, % at 7.5 µM; Vibrio harveyi JMH597 AI-2 luminescence/OD600 ratio, 9 h; hits give low values; strain lacks LuxN and CqsS sensors; 0 = neutral-control median; 300,000 tested, 0.4% active; in the data active means activity change below about -75%, passing the limit was not always enough; inconclusive means no clear call, values can overlap the other calls;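 further: luminescence divided by OD600 gain over 9 h not by final OD600 alone; inactives centre near 13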
IEC-6 tox: counter-screen for KLF5 inhibitors: cytotoxicity in IEC-6 cells. 290,000 tested, 0.78% active. IEC-6 cytotoxicity, luminescence viability. AID 1825. inhibition, % at 5 µM; in the data active means inhibition above about 22%;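 further: 0% = plate median of test compound wells and 100% = cytotoxic reference compound wells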
aSyn 5UTR inh: MLPCN primary screen, SNCA 5' untranslated region; alpha-synuclein 5'UTR reporter, inhibitor activity; inhibition, % (tested at 7.5 µM); 300,000 tested, 0.82% active; AID 1813; in the data active means inhibition above about 60%; inconclusive means no clear call, values can overlap the other calls;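 further: H4 neuroglioblastoma cells stably carrying SNCA 5'UTR luciferase fusion; 0% = DMSO wells and 100% = positive control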
GSK3B inh: inhibitors of human GSK3beta kinase | 300,000 tested, 0.038% active | AID 2097 | P49841 | activity score (negative = inhibition), % at 10 µM | GST-GSK3beta kinase, ADP-Glo luminescence, 60 min; hits give low values;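 active means more than half of replicate wells score below -50%, meaning over 50% inhibition versus plate controls; inconclusive means some replicates but at most half score below -50%; inactive means no replicate scores below -50%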;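 further: 0% = median DMSO wells and -100% = median GW8510 positive control wells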
Target sequence (P49841 whole entry, looked up): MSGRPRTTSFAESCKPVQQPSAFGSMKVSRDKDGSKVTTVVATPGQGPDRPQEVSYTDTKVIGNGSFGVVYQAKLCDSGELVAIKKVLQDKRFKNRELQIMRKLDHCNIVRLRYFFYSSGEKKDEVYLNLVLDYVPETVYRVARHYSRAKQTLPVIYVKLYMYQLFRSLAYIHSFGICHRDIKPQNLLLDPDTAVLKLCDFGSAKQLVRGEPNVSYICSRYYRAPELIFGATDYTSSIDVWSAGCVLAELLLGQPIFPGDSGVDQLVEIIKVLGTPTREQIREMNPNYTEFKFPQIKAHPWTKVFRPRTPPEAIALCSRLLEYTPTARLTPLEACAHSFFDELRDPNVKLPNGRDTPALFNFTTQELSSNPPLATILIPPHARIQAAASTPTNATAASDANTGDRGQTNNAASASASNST
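Assay system: GST-tagged human GSK3beta kinase, cell-free; Input: 1.6 ng GSK3beta; Medium: Tris/MgCl2 kinase buffer; Timing: 60 min enzyme reaction, room temperature; Signal: ADP-Glo luminescence quantifying ADP generated by kinase; Evaluation: score relative to plate controls; Benchmarks: DMSO neutral wells and GW8510 at 20 µM as positive.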
GSK3 alpha inh: human GSK-3 alpha kinase inhibition; inhibition, % at 10 µM; P49840; ADP-Glo luminescence, 60 min; 320,000 tested, 0.1% active;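 in the data active means inhibition above about 50%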;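 further: GST-tagged GSK-3 alpha with peptide substrate and 25 µM ATP; 0% = DMSO neutral wells and 100% = GW8510 positive control wells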
Target sequence (P49840 whole entry, looked up): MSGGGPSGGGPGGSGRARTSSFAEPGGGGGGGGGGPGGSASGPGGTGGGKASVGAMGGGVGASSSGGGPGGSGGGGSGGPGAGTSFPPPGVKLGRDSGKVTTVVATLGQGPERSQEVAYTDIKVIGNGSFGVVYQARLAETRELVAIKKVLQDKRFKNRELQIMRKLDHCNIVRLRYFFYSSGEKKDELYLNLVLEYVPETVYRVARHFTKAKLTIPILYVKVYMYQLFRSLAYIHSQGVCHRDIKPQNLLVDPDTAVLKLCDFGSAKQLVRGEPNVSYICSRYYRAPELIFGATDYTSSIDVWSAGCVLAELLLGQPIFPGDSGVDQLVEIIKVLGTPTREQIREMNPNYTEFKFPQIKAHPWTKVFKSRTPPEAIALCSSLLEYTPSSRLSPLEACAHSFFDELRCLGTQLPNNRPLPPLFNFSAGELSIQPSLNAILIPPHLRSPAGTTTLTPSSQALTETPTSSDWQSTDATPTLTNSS
* marks the source's active call; other numbers are inactive results; i = inactive; ? = inconclusive; nt = not tested or not shown.

SMILES | KLF5 inhibitor | PolyA inhibitor | HSP90 refold inh | HSF1 inhib | HSF-1 act | AI-2 QS modul | IEC-6 tox | aSyn 5UTR inh | GSK3B inh | GSK3 alpha inh
COc1cc2c(cc1NC(=O)CCC(=O)O)oc1ccccc12 | 6 | i | -5 | -7 | 11 | 0 | 4 | -11 | -2 | -3
CC(Sc1nnc(-c2ccccc2F)n1C1CC1)C(N)=O (stereo unspecified) | -34 | i | -2 | 2 | -4 | nt | -2 | -2 | nt | 0
CCOC(=O)C1CCCN(C(=O)CN2C(=O)C(CC)Oc3ccc(C)cc32)C1 (stereo unspecified) | -12 | i | 4 | 18 | 41 | 5 | -2 | 4 | 2 | -1
O=C(C1=NN(c2ccccc2)C2C(=O)N(c3ccccc3)C(=O)C12)c1ccccc1 (stereo unspecified) | -13 | i | -2 | 8 | -2 | 17 | -8 | 29 | 0 | -2
CCC(C)Sc1cc(-c2nc3ccc(C)cn3c2NCc2ccccc2)ccc1OC (stereo unspecified) | nt | i | nt | 4 | -6 | 18 | nt | -14 | 2 | 0
O=c1cc(N2CCCCCC2)[nH]c(=O)n1-c1ccccc1Cl | -32 | nt | 0 | -5 | 31 | 32 | -4 | 5 | 2 | 1
CC(C)COC(=O)N(C)c1ccc(C(O)(C(F)(F)F)C(F)(F)F)cc1 | -39 | i | -5 | 6 | 13 | 2 | 2 | -46 | 2 | 0
CN(C)S(=O)(=O)c1cccc(NC(=O)c2ccc3nccnc3c2)c1 | -10 | i | 5 | -3 | 1 | -17 | 4 | -33 | 1 | -2
Cc1ccc2c(c1)S/C(=C/c1ccc[n+](C)c1)N2CCO | 5 | i | -3 | -6 | -5 | 22 | 0 | -7 | 2 | -1
Cc1ccc(CC2CC(=O)N(CCc3ccccc3)C2=O)cc1 (stereo unspecified) | 7 | i | -6 | 6 | 15 | 3 | -4 | -25 | 2 | 0
COc1ccc2c(c1)C(=O)N(c1ccccc1)C(=O)C2 | -30 | i | 1 | 2 | -3 | 7 | -7 | 9 | -2 | 5
O=C(CSc1nnc(SCc2ccc(Cl)cc2)s1)c1ccc2c(c1)OCO2 | -29 | i | -4 | 4 | 30 | 14 | 3 | -38 | 3 | nt
S=c1[nH]nc(CNc2cccc(Cl)c2)o1 | -15 | i | 1 | 2 | 31 | 29 | 2 | 2 | 2 | -4
C/C=C\C(=O)Nc1cccc(C2=NOC3(C2)C[C@H](C(N)=O)N(C(=O)/C=C/CC)C3)c1 (stereo partly specified) | nt | i | nt | -2 | 4 | 10 | nt | 13 | 2 | -4
NC(=O)CSc1nnc(-c2ccncc2)n1CCc1ccccc1 | -18 | i | 2 | -6 | -6 | 8 | 9 | -3 | 4 | 4
CN(C)c1ccc(CN2CCC(C(N)=O)CC2)cc1 | -32 | i | 3 | -10 | -11 | 4 | -5 | -7 | 0 | 0
O=C(Nc1ccc(-c2nc3cc(NC(=O)c4cccs4)ccc3o2)cc1)c1cccs1 | -31 | i | -2 | -5 | 5 | 13 | -3 | -23 | 2 | -2
CC1CC(=O)N(c2ccc(NCCc3ccccc3)c([N+](=O)[O-])c2)C1=O (stereo unspecified) | -8 | i | -2 | 20 | 23 | 15 | 2 | 7 | 4 | -2
Cc1ccc2nc(NC(=O)Cn3cc4c(n3)CCCCC4)sc2c1 | 3 | i | 0 | -6 | -4 | 2 | 1 | -108 | 2 | -1
COc1ccc(C2N(c3ccccc3)C(=S)N3CCCN23)cc1 (stereo unspecified) | -40 | i | 1 | -8 | 9 | 10 | 0 | -7 | -2 | -2
COc1cc(/C=N/NC(=O)c2cc3c(ccc4ccccc43)o2)cc(OC)c1O | -13 | i | 1 | -32 | -25 | 21 | -2 | 0 | 3 | -1
COc1cc(/C=N/NC(=O)c2ccc(-c3ccccc3)cc2)cc(OC)c1OC | -33 | i | -4 | -26 | -36 | 18 | -8 | -59 | -4 | -3
COc1ccc(-c2nnc(N(C)C(=O)c3ccco3)s2)cc1OC | -31 | i | -2 | 12 | 10 | 19 | -5 | -33 | 0 | 0
COc1cc(C2SCC(=O)N2Cc2ccccc2)ccc1O (stereo unspecified) | -28 | i | 0 | 3 | 1 | 27 | 2 | -12 | -2 | -2
Cc1ccc(NC(=O)CCOc2ccccc2C)cc1F | -1 | i | 4 | 11 | 21 | ? | -4 | -1 | 0 | -2
COc1ccc(OC)c2nc(-c3ccncc3)ccc12 | -45 | i | -3 | -6 | 1 | 6 | 11 | -4 | -2 | 4
CCOC(=O)c1ccc(-n2nc(C)cc2C)cc1 | -33 | i | -3 | 5 | -6 | 5 | 2 | -52 | -4 | -2
Cc1ccc(S(=O)(=O)NCC(=O)Nc2ccc3c(c2)OCO3)cc1 | 10 | i | 2 | -2 | 11 | 18 | 4 | 0 | 0 | -1
C=CCOCC(O)Cn1c(N2CCCC2)nc2c1c(=O)n(C)c(=O)n2C (stereo unspecified) | -23 | i | -4 | -2 | -12 | 12 | -7 | -1 | -2 | -3
CCn1nc(C)c([N+](=O)[O-])c1C(=O)NNC(=O)c1ccccc1Cl | -20 | i | 0 | -7 | -16 | 6 | -1 | -3 | 3 | 2
CN1C(=O)N(C)C2(C)CC1(C)N(C)C(=O)N2C | -3 | i | 2 | -2 | -2 | 7 | -1 | 3 | -1 | 1
Cc1cc(C(=O)N/N=C\c2cc(C(C)(C)C)ccc2O)n[nH]1 | 21 | i | -4 | -3 | 2 | 19 | 9 | 75* | 0 | -1
Cc1nc(-c2cnn(-c3ccccc3)c2)c2cc(C)oc2n1 | -24 | i | -1 | -5 | -4 | 9 | 2 | -11 | 2 | 2
CS(=O)(=O)c1ccc(C(=O)N(Cc2ccccc2)c2ccccc2)cc1 | -15 | i | -3 | 3 | -6 | 13 | -6 | 11 | -2 | -1
CCCCOC(=O)Cn1c(=N)n(CCC)c2ccccc21 | 7 | i | -1 | -1 | -14 | 4 | 5 | -7 | 1 | -1
COc1cc(OC)cc(C(=O)n2nc(C)cc2C)c1 | -36 | i | 0 | nt | nt | 16 | -6 | 8 | 1 | 1
Clc1cccc(CN2CCN(c3ncccn3)CC2)c1Cl | -21 | i | -5 | -4 | -12 | 51 | 5 | -8 | 3 | 2
CC1=C(C)SC(=C(C#N)c2nnc(N3CCOCC3)n2-c2ccccc2)S1 | nt | i | nt | 0 | -10 | 18 | nt | 7 | -2 | -2
Cc1ccnc(NC(=O)c2ccc(Cl)c(NC(=O)C(C)Oc3ccccc3)c2)c1 (stereo unspecified) | -40 | i | 2 | 3 | 8 | -9 | -2 | -12 | 3 | -1
O=C(NC(CO)(CO)CO)c1coc(=O)c(Br)c1 | -30 | i | 2 | 14 | 65* | 15 | 3 | -4 | 1 | 1
CC(C)(C)NC(=O)CSc1nc(O)cc(=O)n1-c1ccccc1F | -49 | i | -1 | -3 | 1 | 18 | -2 | 11 | 3 | 0
CC(C)[C@H](NC(=O)c1ccco1)C(=O)Nc1ccc(OC(F)F)cc1 | -22 | i | 3 | 5 | 8 | 1 | 0 | 4 | 3 | -1
COc1ccccc1C1CC(c2ccc(Cl)cc2)Nc2ncnn21 (stereo unspecified) | -28 | i | -2 | 3 | -19 | 4 | 3 | 11 | -1 | 4
COc1ccc(OC)c(CN2CCN(C(=O)c3cccc4ccccc34)CC2)c1 | -16 | i | -4 | 5 | -16 | 8 | -1 | 8 | 3 | -1
CN(C)c1cccc(C(=O)Nc2cccc(F)c2)c1 | -198 | i | -3 | -3 | -16 | 13 | -4 | -175 | -2 | -2
COc1ccc2c(c1O)Cc1ccccc1C2=O | -3 | i | -1 | -6 | 31 | -1 | 0 | -33 | 1 | -3
CCCCn1nc2cc(C(=O)NCc3cc(C(F)(F)F)cc(C(F)(F)F)c3)ccc2c1OC | -31 | i | 4 | -3 | -5 | 8 | -5 | 36 | -2 | -1
COc1ccc(C(=O)NN2C(=O)C3CCC(C)(C2=O)C3(C)C)cc1 (stereo unspecified) | 1 | i | -2 | 1 | -6 | 34 | 2 | 2 | 1 | -4
Cc1ccc(CNCCCSc2ncccn2)cc1 | -10 | i | 1 | 2 | -2 | -3 | -2 | -14 | 0 | 3
CCn1cc(C(C)NC(=O)Nc2ccc3c(c2)OCO3)c(C)n1 (stereo unspecified) | 6 | i | 0 | 7 | 7 | 13 | 0 | -2 | 2 | -2
O=C(Nc1sc2c(c1C(=O)O)CCC2)c1ccco1 | -15 | i | -1 | 2 | -3 | 4 | 3 | -62 | 2 | -3
O=C(c1nc2ccc(Cl)cn2c1CN1CCCC(CO)C1)N1CCc2ccccc2C1 (stereo unspecified) | -12 | i | -3 | -6 | -14 | 10 | -6 | 6 | -24 | 2
CSCCC(NC(=O)c1ccc([N+](=O)[O-])cc1Cl)C(=O)OCC(=O)NC(=O)CN1CCCC1=O (stereo unspecified) | nt | i | nt | -6 | -15 | 13 | nt | 2 | -1 | 0
O=C(CSc1nc(-c2ccc(F)cc2)cc(C(F)(F)F)n1)Nc1ccc2c(c1)OCO2 | -10 | i | -3 | 2 | 8 | 4 | 1 | 24 | 0 | -1
COc1ccc(-n2nc(C(=O)NCC(=O)NCc3ccco3)c3ccccc3c2=O)c(OC)c1 | -1 | i | -2 | 3 | 3 | 15 | 2 | -2 | -1 | nt
O=c1c2ccccc2nc(SCc2nnc(-c3ccccc3Br)o2)n1Cc1ccco1 | -7 | i | 4 | 64 | 97* | 38 | -3 | 35 | -1 | -1
COc1c(C(=O)NNC(=O)c2ccccc2)csc1Br | -87 | i | 4 | 7 | 29 | -9 | 4 | -82 | 0 | -2
Cc1cccc(NC(=O)Cn2cc([N+](=O)[O-])cn2)n1 | -2 | i | 2 | -4 | -6 | 29 | 6 | -1 | -2 | 1
O=C1CC2CS(=O)(=O)CC2N1c1ccc(Oc2ccccc2)cc1 (stereo unspecified) | -17 | i | 7 | 0 | -2 | 20 | 4 | 19 | -4 | 1
CCOC(=O)c1oc2ccccc2c1NC(=O)c1ccc(S(=O)(=O)N2CCCC2)cc1 | 2 | i | -3 | -1 | 2 | -1 | -2 | 9 | 7 | -1
O=c1c2ccccc2nc(-c2ccccc2)n1Cc1ccccc1 | -35 | i | 0 | 45 | 42 | 14 | -6 | -93 | -2 | 1

This is a subset; rates above refer to the full screens.
